# S1P3 antagonist – antagonists of human S1P3 receptor | Q99500 | CHO S1P3 NFAT-BLA reporter, FRET fluorescence, antagonist mode | inhibition, % at 4.98 µM | 170,000 tested, 0.27% active | AID 485;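 active = inhibition above the plate cutoff, the mean inhibition of test wells on that plate plus 3 SD, cut at about 28% in these data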;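 also: cells challenged with S1P at its EC80 of 0.8 µM; blue over green emission ratio from cleaved BLA substrate after 4 h stimulation; 0% = S1P-stimulated wells and 100% = unstimulated DMSO-only wells; some compounds past the cut are filed as inactive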
# TR-FRET SRC-2 ct – flags TR-FRET format artefacts in PPARgamma SRC-2 recruitment agonist screen. TR-FRET artefact counter-screen; stronger effect = higher value. TR-FRET ratio at 8 µM. 200,000 tested, 0.4% active. AID 1049; in the data active = TR-FRET ratio above about 2000; also: inactives centre near 1500; reference of the scale not given here
# TLR4-MyD88 BLA – inhibitors of human TLR4-MyD88 binding; 200,000 tested, 0.18% active; inhibition, % at 8.4 µM; HeLa CL3-4 TLR4/MyD88 BLA complementation, FRET ratio; O00206+Q99836; in the data active = inhibition above about 25%;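 also: 0% = vehicle and 100% = reference inhibitor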
# PPARg SRC1 recr – agonists of human PPARgamma SRC-1 coactivator recruitment; 200,000 tested, 0.41% active; P37231; activation, % at 8 µM; PPARgamma-SRC-1 coactivator recruitment biochemical assay; in the data active = activation above about 19%;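 also: 0% = DMSO and 100% = reference agonist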
# Target sequence (P37231 whole entry, looked up): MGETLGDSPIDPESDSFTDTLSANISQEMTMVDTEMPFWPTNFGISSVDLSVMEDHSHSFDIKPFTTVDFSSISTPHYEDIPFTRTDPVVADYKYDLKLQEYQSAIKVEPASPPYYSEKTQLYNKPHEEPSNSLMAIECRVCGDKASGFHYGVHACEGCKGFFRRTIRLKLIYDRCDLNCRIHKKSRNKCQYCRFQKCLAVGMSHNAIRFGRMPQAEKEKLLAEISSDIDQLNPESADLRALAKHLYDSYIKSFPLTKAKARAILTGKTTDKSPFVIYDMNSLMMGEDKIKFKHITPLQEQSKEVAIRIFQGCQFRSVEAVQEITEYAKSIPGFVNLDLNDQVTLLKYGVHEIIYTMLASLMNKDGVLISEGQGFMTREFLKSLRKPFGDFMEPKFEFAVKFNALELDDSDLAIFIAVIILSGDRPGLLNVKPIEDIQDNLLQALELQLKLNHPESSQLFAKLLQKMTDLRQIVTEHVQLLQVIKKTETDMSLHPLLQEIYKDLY
# bIAP activator – increases bovine intestinal alkaline phosphatase activity; 200,000 tested, 0.17% active; AID 1016; purified bovine IAP, CDP-star luminescence, 30 min; stronger effect = higher value; fold of DMSO-control signal, blank-subtracted; activation factor at 20 µM;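 active = activation factor of 2 or more at 20 µM, a signal rise over negative controls twice the positive control's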
# ROMK primary – modulates human ROMK potassium channel activity. P48048. AID 1918. Tet-inducible ROMK, thallium flux fluorescence; actives lie on both sides. 130,000 tested, 2% active. B-score at 10 µM;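 active = signal ratio slope over the read window, or its plate-corrected B-score, at least 3 SD from the plate mean, either direction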;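 also: B-score of the F/F0 ratio slope over 7 to 12 s after thallium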
# Target sequence (P48048 whole entry, looked up): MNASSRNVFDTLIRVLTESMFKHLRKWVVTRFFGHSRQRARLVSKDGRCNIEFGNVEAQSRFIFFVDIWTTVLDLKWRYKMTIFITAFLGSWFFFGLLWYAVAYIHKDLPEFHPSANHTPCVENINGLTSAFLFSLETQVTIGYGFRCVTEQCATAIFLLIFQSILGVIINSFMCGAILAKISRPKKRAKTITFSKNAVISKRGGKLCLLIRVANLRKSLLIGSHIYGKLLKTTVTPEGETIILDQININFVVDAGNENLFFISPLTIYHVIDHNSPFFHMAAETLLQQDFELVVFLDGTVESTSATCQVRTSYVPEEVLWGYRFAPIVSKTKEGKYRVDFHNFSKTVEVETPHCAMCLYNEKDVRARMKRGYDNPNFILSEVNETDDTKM
# PPARg SRC3 recr – promotes SRC-3 coactivator recruitment by human PPARgamma | P37231 | biochemical PPARgamma/SRC-3 coactivator recruitment assay | activation, % at 8 µM | 200,000 tested, 0.26% active; in the data active = activation above about 23%;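 also: 0% = DMSO and 100% = reference agonist; some compounds past the cut are filed as inactive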
# L major viab – Leishmania major promastigote growth inhibition; Leishmania major promastigotes, resazurin fluorescence viability; inhibition, % at 10 µM; 200,000 tested, 9% active; in the data active = inhibition above about 50%;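 also: promastigotes grown with compound for 44 hours at 28 °C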
# PPARg SRC2 recr – promotes SRC-2 coactivator recruitment by human PPARgamma; P37231; PPARgamma LBD-SRC-2 recruitment, biochemical; activation, % at 8 µM; 200,000 tested, 0.34% active; AID 1032; in the data active = activation above about 22%;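 also: 0% = vehicle and 100% = reference agonist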
# bIAP inhibitor – blocks bovine intestinal alkaline phosphatase activity. purified bovine IAP, CDP-star luminescence, 30 min. 190,000 tested, under 10 active. inhibition, % at 20 µM;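 active = over 50% inhibition of intestinal alkaline phosphatase at 20 µM in the single-dose screen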
#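 Assay system: bovine IAP enzyme; medium: DEA buffer 100 mM, pH 9.8, with MgCl2 1.0 mM, ZnCl2 0.02 mM; doses: 20 µM single dose; incubation: enzyme reaction for 30 min at room temperature; detection: CDP-star luminescence signal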
# Redox H2O2 prof – compounds producing H2O2 with reducing agent – biochemical, NIH compound library profiling, artefact control for MLSCN library redox annotation, primary screen | DTT-dependent redox cycling H2O2, phenol red/HRP absorbance; 100% = 100 µM peroxide control, 0% = buffer | 200,000 tested, 0.03% active | activation, % at 10 µM;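 active = activation of at least 50% relative to the plate's high and low controls in the primary single-dose screen; inactive = activation below 50%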;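 also: compound incubated with DTT at 0.8 mM final as the reducing agent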
# * = called active by the depositor; . = not tested or not shown.
SMILES,S1P3 antagonist,TR-FRET SRC-2 ct,TLR4-MyD88 BLA,PPARg SRC1 recr,bIAP activator,ROMK primary,PPARg SRC3 recr,L major viab,PPARg SRC2 recr,bIAP inhibitor,Redox H2O2 prof
COc1ccc(NC(=S)Nc2ccccc2OC)c(OC)c1,6,1614,3,0,0.9,-0.3,-2,17,-5,11,0.8
Cc1cccc(OCc2nc(-c3ccc(-n4cccc4)cc3)no2)c1,.,1763,-6,-2,0.6,.,3,-11,-4,37,-0.1
O=[N+]([O-])c1cc2c(cc1/C=N/Nc1nc(N3CCCC3)nc(N3CCCC3)n1)OCO2,7,1455,-2,3,0.9,0.49,0,76*,2,8,0.0
Cc1coc2cc3oc(=O)c(Cc4ccccc4)c(C)c3cc12,8,1458,-7,6,1,.,4,-1,10,1,2.6
ClCC1CN(Cc2ccccc2Cl)CCO1 (stereo not drawn),1,1465,-8,-7,1,-0.33,1,-2,-3,-1,1.3
Cc1nnc(SCc2cccs2)[nH]c1=O,.,1251,1,7,0.6,0.7,-21,8,2,37,1.9
Cc1c(C#N)c2ncn(CCCN(C)C)c(=O)c2n1-c1ccccc1,-10,1444,-4,4,1,-0.33,4,-1,-3,3,-0.9
CCOC(=O)c1[nH]c(C)c(/C(O)=C2\C(=O)C(=O)N(CCN3CCOCC3)C2c2cccs2)c1C (stereo not drawn),.,1507,-7,-1,0.9,.,12,-8,-1,10,2.7
CCN1C(=O)c2cccc3c(S(=O)(=O)Nc4ncccc4C)ccc1c23,4,1464,2,5,0.9,-0.57,-11,16,-5,10,4.3
Cc1[nH]c(=O)c(C(=O)/C=C/c2ccccc2)c2c1CCCC2,.,1449,6,3,0.9,.,5,99*,-1,13,-0.1
O=C(O)CSc1nnc(Cc2ccccc2)n1Cc1ccccc1,-49,1637,7,-2,1,1.1,2,-5,12,4,0.0
Cc1cccc(C)c1NC(=O)C1CCCN(CCCc2ccccc2)C1 (stereo not drawn),.,1406,3,5,1.1,.,4,7,-6,-11,-3.0
O=C(NCCCN1CCCC1=O)c1cccnc1,-9,1699,-4,6,0.9,0.46,-5,-6,11,13,0.0
CS(=O)(=O)N(CC(=O)N1CCC(C(N)=O)CC1)c1ccc(Cl)c(C(F)(F)F)c1,.,1675,-2,-2,0.9,0.7,3,-9,8,8,0.2
CCCN1C(=O)c2cccc3c(N4CCCCC4)ccc(c23)C1=O,-15,1514,1,0,0.9,0.082,4,73*,5,13,-0.2
COc1cc(CNn2c(C)n[nH]c2=S)cc(Cl)c1OCc1ccc(F)cc1,.,1455,5,2,0.7,-0.63,4,0,6,32,0.0
Cn1c(SCC(=O)NCc2ccco2)nnc1-c1ccccc1,.,1511,11,3,1,0.71,-13,-4,-3,1,1.5
COc1ccc(C(=O)Nc2ccc(Cl)c(Cl)c2)c(OC)n1,0,1493,10,-3,0.9,0.26,-4,4,-2,14,1.4
CCc1cccc(CC)c1N(COC)C(=O)Cn1c(C(C)O)nc2ccccc21 (stereo not drawn),4,1660,-10,6,1,.,-3,5,10,-4,0.1
CC(=O)NC(Cc1ccccc1)C(=O)OCC(=O)c1ccccc1 (stereo not drawn),-7,1276,-8,6,0.9,0.69,-1,-4,0,7,-0.5
O=S(=O)(Nc1cc2nc3ccccc3nc2n1Cc1ccccc1)c1ccc(Cl)cc1,9,1708,36*,-2,1,.,1,8,-2,1,85*
CC1Cc2ccccc2N1S(=O)(=O)c1cccc(C(=O)c2nccn2C)c1 (stereo not drawn),5,1412,-1,-9,0.9,0.002,-13,10,-7,8,0.2
Clc1cccc2sc(-c3nnc(-c4ccccc4)o3)c(Cl)c12,.,1345,7,2,.,.,16,-1,-8,.,6.5
Cn1c(=O)cc(OCCCC(=O)Nc2cccnc2)c2ccccc21,2,1597,0,8,1,.,4,1,-10,4,1.4
Cc1ccc(NC(=O)c2cc(S(=O)(=O)N3CCC4(CC3)OCCO4)ccc2F)cc1,.,1471,4,7,0.9,.,6,96*,9,8,1.6
Cc1cc(N2CCC(C(=O)Nc3ccc(F)cc3)CC2)nc(-c2ccccc2)n1,-6,1550,-11,-3,1.6,-0.14,-5,-6,6,-60,0.5
COCCCNC(=O)c1ccccc1SC,-28,1495,6,-4,1,-0.054,-18,-6,4,-2,1.4
Cc1nn(-c2ccccc2)c2sc(C(=O)NC3CC3)cc12,.,1502,11,-9,1,.,-1,5,-7,4,4.7
CCCCOC(=O)c1ccc(NC(=O)c2ocnc2C)cc1,2,1720,-3,11,1,-0.034,-2,-5,3,-1,-1.0
COc1ccccc1/C=C/C(=O)NCC(=O)N/N=C/c1ccc2c(c1)OCO2,3,1496,2,8,1,1.8,5,8,-5,0,-2.4
O=C(CN1CCCCC1)N1CCCc2c1c(=O)oc1ccc(OCc3ccccc3)cc21,.,1440,-15,9,1,-0.46,-14,67*,3,2,-3.8
CCn1ccnc1CN1CCN(CC=C(C)C)C(CCO)C1 (stereo not drawn),-13,1758,-5,13,1.1,0.23,10,-7,3,-6,0.5
CCN(CC)S(=O)(=O)c1ccc2c(c1)c(=O)c(C(=O)NCCCN(C)c1ccccc1)cn2C,-9,1722,5,-1,1,-0.057,1,1,-2,3,1.6
Cc1c(C(=O)Nc2ccc(F)cc2)oc2ccc(S(=O)(=O)N3CCC4(CC3)OCCO4)cc12,9,1650,-1,-5,1,-0.14,-1,33,1,-2,1.5
CNC(=O)COC(=O)c1cc(-c2ccccc2)nn1-c1ccccc1,1,1563,2,1,1,-0.0028,2,10,7,-2,-0.8
O=C1OC(c2cccs2)=N/C1=C\c1ccc(-c2cccc(Cl)c2)o1,.,1674,-10,9,0.7,.,3,2,-4,28,-0.3
Cn1c(NC(=O)c2cccc(C(F)(F)F)c2)cc(=O)n(C)c1=O,-15,1696,0,2,0.9,.,-1,-5,2,14,-3.4
Cc1nc(=O)c(-c2ccccc2)c(C)n1-c1ccc(C(=O)O)cc1,-20,1493,15,7,0.9,.,-5,-5,-7,7,1.0
COc1ccccc1CCNC(=O)c1cnn2c(C(F)F)cc(C)nc12,-13,1775,8,5,0.9,.,1,-3,1,6,-2.1
Cn1cccc1CC(=O)NNC(=O)Nc1ccc(Cl)cc1,-2,1625,7,0,1,-0.17,0,-5,-1,-2,-0.1
O=C(CSc1cccc[n+]1[O-])c1ccc(Cl)s1,-5,1542,-1,3,1,0.41,1,0,3,1,-1.3
O=C(COC(=O)CCN1C(=O)c2cccc([N+](=O)[O-])c2C1=O)NC1CCS(=O)(=O)C1 (stereo not drawn),2,1703,14,-5,1,0.66,4,-1,9,1,0.0
Cc1ccc(C(=O)NNC(=O)CSc2nnc3c(n2)[nH]c2ccc(F)cc23)cc1,.,1302,14,-8,1.1,.,-6,-3,3,-9,-6.3
O=C(O)CCC(=O)Nc1ccc(/C=C/C(=O)C2CC2)cc1,1,1587,7,1,1.3,0.26,2,-4,-4,-26,-0.1
Cc1cc(S(=O)(=O)NCc2ccccc2)ccc1OCC(=O)Nc1cccc([N+](=O)[O-])c1,-3,1497,-1,0,1.1,.,4,99*,-4,-5,0.1
COc1ccccc1CN(C)C(=O)c1ccc2c(c1)NC(=O)CS2,.,1488,4,-4,1,0.22,48*,-4,8,3,-1.4
COc1cccc(C(=O)N(c2ccc(OC)cc2OC)C2C=CS(=O)(=O)C2)c1 (stereo not drawn),-8,1613,2,-4,1,.,-10,6,3,3,1.7
COC(=O)c1ccccc1NC(=O)c1ccccc1NS(C)(=O)=O,-23,1553,2,1,0.9,0.038,-4,0,15,7,6.5
COc1ccc(-c2cc(C3CCN(c4cc(Cl)nc(N)n4)CC3)[nH]n2)cc1,.,1414,8,3,1.1,.,-4,31,-4,-10,12
CC(NC(=O)OC(C)(C)C)C(=O)Oc1cc2oc(=O)cc(-c3ccccc3)c2cc1Cl (stereo not drawn),.,1714,11,16,1,.,13,-12,11,4,1.4
Cc1ccc2nc(NC(=O)COC(=O)c3ccccn3)sc2c1,-5,1647,-5,7,1,-1.6,2,-8,10,0,-0.4
CC(=O)N(c1ccccc1)C(C)c1nc(C#N)c(C#N)nc1C (stereo not drawn),-25,1458,7,6,1.1,0.28,3,14,6,-10,-0.7
O=c1[nH]c2cc3c(cc2cc1C(c1nnnn1CC1CCCO1)N1CCCCCC1)OCO3 (stereo not drawn),-2,1543,3,1,1.2,.,3,-3,-1,-16,0.5
CCC1SC(CC)C(=O)N(CC(=O)NC2CCCCC2)C1=O (stereo not drawn),-9,1707,0,8,0.9,0.18,2,-5,6,12,-0.6
O=C(O)CCCC(=O)Nc1ccccc1C(=O)O,-20,1450,-11,-7,0.9,.,-9,-5,-6,9,2.2
CC1C(=O)CC(c2ccc([N+](=O)[O-])cc2)NC1c1ccc([N+](=O)[O-])cc1 (stereo not drawn),17,1675,13,5,0.9,-0.0016,5,5,9,9,-2.0
CCSc1ccccc1C(=O)NCc1ccc(S(N)(=O)=O)cc1,-15,1505,-12,3,0.9,0.85,7,-9,6,12,14
COc1ccc(C2=NCC(CSc3nnnn3C)S2)cc1 (stereo not drawn),-10,1483,-13,0,1,0.061,-2,-5,-1,4,-0.1
C=CCn1c(SCC(=O)Nc2ccc3c(c2)OCCO3)nnc1-c1ccccn1,-25,1496,-3,1,1,1,-3,4,-3,2,2.7
CCCCN1c2cc(C)c(O)cc2C(C(=O)OCC)C1C (stereo not drawn),9,1581,-1,8,0.8,.,-10,6,-9,18,0.3

# With a hit mark in PPARg SRC3 recr, of those listed so far:
Compound,S1P3 antagonist,TLR4-MyD88 BLA,PPARg SRC1 recr,bIAP activator,ROMK primary,PPARg SRC3 recr,PPARg SRC2 recr,bIAP inhibitor,Redox H2O2 prof
COc1ccccc1CN(C)C(=O)c1ccc2c(c1)NC(=O)CS2,.,4,-4,1,0.22,48*,8,3,-1.4

# Copied from the list:
# Result for Cc1ccc(C(=O)NNC(=O)CSc2nnc3c(n2)[nH]c2ccc(F)cc23)cc1 in PPARg SRC3 recr: -6
# Result for O=C(O)CCC(=O)Nc1ccc(/C=C/C(=O)C2CC2)cc1 in TR-FRET SRC-2 ct: 1587
# Result for CC(NC(=O)OC(C)(C)C)C(=O)Oc1cc2oc(=O)cc(-c3ccccc3)c2cc1Cl (stereo not drawn) in PPARg SRC1 recr: 16

# Later entries:
SMILES,S1P3 antagonist,TR-FRET SRC-2 ct,TLR4-MyD88 BLA,PPARg SRC1 recr,bIAP activator,ROMK primary,PPARg SRC3 recr,L major viab,PPARg SRC2 recr,bIAP inhibitor,Redox H2O2 prof
O=C(N/N=C/c1ccc(OC(F)F)cc1)c1cccc(S(=O)(=O)N2CCOCC2)c1,-18,1771,3,1,1,-0.011,1,0,-3,0,-0.8
Cc1cc(C(=O)Nc2ccccc2C(F)(F)F)no1,-16,1572,9,9,0.9,0.15,7,-8,8,8,4.0
COc1ccccc1NC(=O)C1CCCCN1S(=O)(=O)c1ccc(F)cc1 (stereo not drawn),-101,1425,5,5,1,.,11,3,5,0,-0.7
CCOC(=O)C1=C(C)Nc2nc(SCc3cccnc3)nn2C1c1ccc(OC)cc1 (stereo not drawn),3,1378,6,-2,0.9,.,-5,-1,2,13,-0.6
O=C(CSc1nnc(-c2ccccc2)o1)NCC1CCCCC1,.,1724,-1,4,0.9,.,3,-9,1,14,-4.6

# Assay outcomes as filed in PubChem BioAssay.

# Rows were taken by chance, and some 11% of all compounds hit somewhere here.
